# Screening results from PubChem.
# BRCA1 expr up – qHTS Assay to Identify Small Molecule Activators of BRCA1 Expression | MCF7-BRCA1-FFLuc reporter, luminescence, 48 h; response scale: scaled: vehicle 0%, 10 µM genistein 100% | Potency, µM (highest dose often 46.1 µM), inactives show at the top dose activation, hits mostly activators | actives 1.1% (n = 380,000) | AID 624202, 2012; further: nearly all actives have a fitted effect of over 80% in size; some results filed as inactive show a strong effect at the top dose
#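 Cells: MCF7-BRCA1-FFLuc, 2000/well. Exposure: 48 h, 37 °C, 5% CO2. Read: luminescence, 15 min post-substrate. Controls: genistein 10 microM (maximal activation), DMSO (neutral).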
# uPA generation – qHTS for Inhibitors of Cell Surface uPA Generation. actives 0.31% (n = 330,000). Potency, µM (top dose mostly 38.3 µM), for the others: top-dose activity change, negative = inhibition, hits mostly inhibitors. cell surface uPA generation assay, qHTS; active means well fitted inhibition curve with a large enough effect; inconclusive means small, poorly fitted or top-dose-only effect; inactive means no such curve, though single readings can be large or run the other way; tested in mouse RAW 264.7 cells; further: on the % scale 0 is the no-effect control and ±100 the full control effect; nearly all actives have a fitted effect of over 55% in size
# p53 reactivation – qHTS assay for re-activators of p53 using a Luc reporter; H1299 p53-A138V BP100-luciferase reporter, luminescence, 24 h; Potency, µM (highest dose often 92.2 µM), inactives show at the highest dose activity change, positive = activation, actives largely listed as activators; actives 0.063% (n = 320,000); AID 504706, 2011; further: % of control where 0% means no effect; nearly all actives have a fitted effect of over 45% in size
#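 H1299 (p53-null), stable ts p53-A138V + BP100-Luc; 1000 cells/well, Opti-MEM/10% FBS; cpd 4 pt, 1:5; 24 h, 37 deg C, 5% CO2; detection reagent 10 min RT; luminescence.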
# NPC1 prom act – qHTS Assay for NPC1 Promoter Activators; Huh7 NPC1 promoter luciferase reporter, 24 h; Potency, µM (titrated, usually from 9.22 µM), for the others: at the top dose activation, most hits filed as activators; actives 2.4% (n = 320,000);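 further: % of control where 0% means no effect; nearly all actives have a fitted effect of over 60% in size; reporter is driven by a mutant NPC1 promoter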
#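 Huh7 cells stably carrying NPC1 promoter–luciferase, plated in Opti-MEM with 10% FBS for 2 h, were exposed to compound in DMSO for 24 h at 37 °C; luciferase reagent was added for 10 min and luminescence read.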
# MBNL1-CUG inh – qHTS Assay for Inhibitors of MBNL1-poly(CUG) RNA binding | Muscleblind-like protein 1 (Homo sapiens), Q9NR56 | TR-FRET MBNL1-His/biotin-(CUG)12 binding, 665/545 ratio | Potency, µM (doses to about 57.5 µM), without a hit: at the highest dose activity change, negative = inhibition, most hits filed as inhibitors | actives 0.036% (n = 280,000); active means well fitted inhibition curve with a large enough effect in the signal ratio, with a control signal flat, not every such curve was filed as active; inconclusive means small, poorly fitted or top-dose-only effect, or effect the other way, or a change in a side signal; inactive means no such curve, though single readings can be large or run the other way; the % refers to the signal ratio; further: on the % scale 0 is the no-effect control and ±100 the full control effect
# Target sequence (Q9NR56 whole entry, looked up): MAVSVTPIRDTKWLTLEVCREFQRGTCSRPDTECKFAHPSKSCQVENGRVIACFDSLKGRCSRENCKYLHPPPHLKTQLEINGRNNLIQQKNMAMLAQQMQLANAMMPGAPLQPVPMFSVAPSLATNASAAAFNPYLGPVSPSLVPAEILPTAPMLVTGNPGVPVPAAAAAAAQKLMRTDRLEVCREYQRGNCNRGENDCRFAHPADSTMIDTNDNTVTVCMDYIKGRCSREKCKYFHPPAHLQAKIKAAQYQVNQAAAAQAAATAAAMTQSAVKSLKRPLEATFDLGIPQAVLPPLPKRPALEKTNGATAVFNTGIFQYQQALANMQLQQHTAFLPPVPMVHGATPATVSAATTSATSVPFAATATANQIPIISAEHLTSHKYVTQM
#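 Inhibition of protein-RNA binding appears as loss of TR-FRET between terbium anti-His antibody on MBNL1-His and streptavidin-XL665 on biotin-(CUG)12. Activity is normalized to buffer-only and uninhibited-complex controls.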
# Rab9 prom act – qHTS Assay for Rab9 Promoter Activators; Huh7 Rab9 promoter-luciferase reporter, luminescence, 24 h; Potency, µM (highest dose often 9.22 µM), without a hit: top-dose activation, negative = inhibition, actives largely listed as activators; actives 2.8% (n = 320,000); AID 485297, 2010; further: % of control where 0% means no effect; nearly all actives have a fitted effect of over 60% in size
#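 Steps: seed 1500 Huh7 Rab9-luc cells per well, rest 2 h at 37 °C; add compound in DMSO; incubate 24 h; add luciferase reagent, 10 min ambient; read luminescence.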
# VP16 counter – VP16 counterscreen qHTS for inhibitors of ROR gamma transcriptional activity; Potency, µM (titrated, usually from 53.6 µM), without a hit: at the top dose activity, negative = inhibition, usual class: inhibitors; actives 3.5% (n = 310,000); Drosophila S2 Gal4-VP16 UAS-luciferase, luminescence, 20 h; AID 2546, 2010;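 further: Gal4-VP16 expression switched on by copper sulfate through the metallothionein promoter; on the % scale 0 is the no-effect control and ±100 the full control effect; nearly all actives have a fitted effect of over 50% in size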
# MLL CXXC-DNA inh – qHTS Fluorescence Polarization Assay for Inhibitors of MLL CXXC domain - DNA interaction; Histone-lysine N-methyltransferase 2A (Homo sapiens), Q03164; Potency, µM (top dose mostly 115 µM), without a hit: top-dose activity change, negative = inhibition, actives largely listed as inhibitors; actives 0.037% (n = 290,000); MLL-CXXC / FITC-HOXA9 DNA fluorescence polarization; active means well fitted inhibition curve with a large enough effect in the polarisation, with a control signal flat, not every such curve was filed as active; inconclusive means small, poorly fitted or top-dose-only effect, or effect the other way, or a change in a side signal; inactive means no such curve, though single readings can be large or run the other way; the % refers to the polarisation
#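 Purified MLL-CXXC (added from a 7 uM solution) was preincubated 5 min at ambient with pinned compounds in 50 mM Tris-HCl pH 7.5, 50 mM NaCl, 1 mM DTT, 0.05% BSA. Fluorescein-labeled HOX-A9 DNA (50 nM solution) followed, 30 min, then polarization read.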
# FLuc modulator – qHTS profiling assay for firefly luciferase inhibitor/activator using purifed enzyme and Km concentrations of substrates (counterscreen for miR-21 project); Luciferin 4-monooxygenase (Photinus pyralis), P08659; purified FLuc, Km substrates, luminescence inhibition; Potency, µM (series often up to 57.5 µM), without a hit: at the highest dose activity change, negative = inhibition, actives largely listed as inhibitors; actives 6.9% (n = 360,000);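 further: plate controls were vehicle for no effect and reference inhibitor for full effect; nearly all actives have a fitted effect of over 55% in size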
# Target sequence (P08659 whole entry, looked up): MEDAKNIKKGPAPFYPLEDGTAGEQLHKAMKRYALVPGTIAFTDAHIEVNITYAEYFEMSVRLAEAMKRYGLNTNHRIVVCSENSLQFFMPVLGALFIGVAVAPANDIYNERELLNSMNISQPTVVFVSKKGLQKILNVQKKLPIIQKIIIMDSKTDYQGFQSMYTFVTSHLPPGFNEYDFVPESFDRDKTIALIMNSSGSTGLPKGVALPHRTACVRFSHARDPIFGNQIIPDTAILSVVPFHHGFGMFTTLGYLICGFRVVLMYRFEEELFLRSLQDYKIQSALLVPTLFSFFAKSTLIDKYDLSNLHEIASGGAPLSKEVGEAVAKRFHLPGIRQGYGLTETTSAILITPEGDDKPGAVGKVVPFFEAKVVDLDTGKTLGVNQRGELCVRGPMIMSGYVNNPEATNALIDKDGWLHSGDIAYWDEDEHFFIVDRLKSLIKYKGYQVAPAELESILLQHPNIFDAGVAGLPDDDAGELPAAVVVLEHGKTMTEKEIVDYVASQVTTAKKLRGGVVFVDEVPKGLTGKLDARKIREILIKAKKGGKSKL
#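 Purified P. pyralis luciferase (10nM final) with 10uM D-luciferin and 10uM ATP (Km levels) in 50mM Tris acetate pH 7.5, 10mM Mg acetate, 0.01% Tween-20, 0.05% BSA; qHTS 6-point titration, ~60 µM downward; luminescence read.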
# ELG1 genotoxic – qHTS screen for small molecules that induce genotoxicity in human embryonic kidney (HEK293T) cells expressing luciferase-tagged ELG1; Potency, µM (highest dose often 46 µM), for the others: at the top dose activity change, positive = activation, usual class: activators; AID 504466, 2011; actives 1.3% (n = 330,000); HEK293T ELG1-luciferase reporter, luminescence, 16 h; further: % of control where 0% means no effect; nearly all actives have a fitted effect of over 60% in size
#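 Cells (2,000/well) expressing the ELG1-luciferase fusion are dosed by pin tool and kept 16 hr at 37 °C, 5% CO2. Signal comes from ONE-Glo luciferase reagent after 30 min at room temperature.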
# RORg inh – qHTS for inhibitors of ROR gamma transcriptional activity | Nuclear receptor ROR-gamma (Mus musculus), P51450 | Drosophila S2 Gal4-RORgamma UAS-luciferase reporter, 20 h | actives 5.4% (n = 310,000) | Potency, µM (titrated, usually from 53.6 µM), for inactives: top-dose activity change, negative = inhibition, actives largely listed as inhibitors | AID 2551, 2010; further: on the % scale 0 is the no-effect control and ±100 the full control effect; nearly all actives have a fitted effect of over 60% in size
#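 Stably transfected Drosophila Schneider cells are the test system, with ROR gamma fused to Gal4 and luciferase under UAS control; luminescence is read after 20 hr of 700 uM copper sulfate induction at ambient temperature.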
# The depositor's hits bear a star; ? = inconclusive; nt = not tested or not shown; [ ] = dose if it differs, or a comment. Unless noted, the call rests on the fitted dose curve; in most records, active means well fitted curve in the direction sought with a large enough effect; inconclusive means small, poorly fitted or top-dose-only effect, or another doubt; inactive means no such curve, though single readings can be large; an effect the other way counts as inactive or inconclusive. Potency means the concentration at half of the fitted maximal effect. An excerpt, so the mix of outcomes need not match the whole.
# Order of values: BRCA1 expr up	uPA generation	p53 reactivation	NPC1 prom act	MBNL1-CUG inh	Rab9 prom act	VP16 counter	MLL CXXC-DNA inh	FLuc modulator	ELG1 genotoxic	RORg inh
O=C(OCC#CCSc1nnc(-c2cccc3ccccc23)o1)c1ccc(Cl)cc1
  -0.2%	2.9%	?	-0.1%	nt	0.2%	nt	nt	0.8%	-0.1%	nt
CCc1cccc(NC2c3ccccc3C(=O)N2c2cccnc2)c1 (stereo not drawn)
  0.7%	-12.0%	-5.7%	-2.1%	?	-2.1%	-1.1%	2.5%	2.3%	0.6%	-21.0%
COC(=O)c1ccccc1NC(=O)C1CC(=O)N(c2ccc(C)cc2)C1 (stereo not drawn)
  -78.8%	2.6%	-5.1%	-3.4%	1.5%	0.4%	3.1%	-2.3%	2.2%[2.3 µM]	-6.9%	?
CCOC(=O)C1CCN(C(=O)CN(c2ccc(Cl)c(C(F)(F)F)c2)S(C)(=O)=O)CC1
  2.2%	8.3%	-5.0%	0.7%	0.6%	-2.2%	0.6%	-1.2%	2.3%	-8.8%	2.4%
Cc1cc(C(=O)NNC(=O)/C=C/c2ccco2)c(C)o1
  2.9%	9.4%	-3.4%	-4.0%	nt	-0.7%	nt	nt	-1.8%	0.8%	nt
CC(C)NC(=S)N/N=C1\CCCCC1C1CCCCC1 (stereo not drawn)
  -8.9%	9.2%	?	-0.8%	-1.3%	-7.4%	3.55µM*	4.3%	6.3%	3.4%	1µM*
Cc1cc(C(=O)C(C)OC(=O)c2ccc(NC(=O)CC#N)cc2)c(C)n1-c1ccccc1 (stereo not drawn)
  -51.8%	-0.9%	4.0%	0.6%	nt	-3.3%	nt	nt	16.9µM*	29.5%	nt
CC1CCCN(Cc2cccc(Oc3ccccc3)c2)C1 (stereo not drawn)
  -20.8%	2.4%	-0.4%	-3.7%	12.2%	1.5%	7.6%	12.8%	0.4%	-0.9%	-12.3%
O=C(CCCc1ccccc1)NCc1ccc2c(c1)OCO2
  -11.7%	-2.2%	7.7%	4.1%	-10.1%	-0.9%	10.0%	-4.2%	-15.7%	-1.6%	9.9%
O=C(NCCC1=CCCCC1)C1CCN(S(=O)(=O)c2cccc(C(F)(F)F)c2)CC1
  -31.2%	?	3.8%	-5.0%	nt	-3.6%	nt	nt	3.9%	-3.6%	nt
O=C(Nc1ccc(Cl)cc1)Nc1nc(-c2ccccc2O)cs1
  -39.1%	?	3.3%	-1.6%	-6.8%	1.7%	-11.2%	26.1%	-4.8%	-0.1%	0.5%
O=C(CCc1nnc2ccc(NCc3ccccc3Cl)nn12)NCC1CCN(C2CCCC2)C1 (stereo not drawn)
  9.3%	0.0%	-0.6%	-2.4%	-6.3%	-0.5%	0.0%	9.4%	-2.6%	0.2%	0.1%
N#Cc1c(-c2ccncc2)c2c([nH]c1=S)CCCC2
  1.1%	-0.2%	14.1%	-2.4%	?	2.4%	-9.8%	-1.0%	-10.1%	0.5%	19.5%
CC(=O)N1CCC(N(C(=O)Nc2ccc(F)cc2)C2CCCC2)CC1
  32.8%	-6.7%	8.3%	-2.2%	-1.3%	3.2%	2.2%	-19.7%	-7.0%	-3.4%	20.4%
COc1ccccc1N1CCN(c2ncnc3c2oc2ccccc23)CC1
  -48.9%	-17.7%	?	-24.4%	2.3%	-20.2%	11.8%	-0.1%	26.9µM*	?	26.9%
Cc1ccc(S(=O)(=O)N2CCCCC2)cc1NC(=O)COC(=O)c1ccccc1F
  -12.6%	-1.4%	1.7%	-7.4%	-8.4%	-0.7%	0.7%	11.4%	3.4%	0.5%	34.1%
O=C(O)[C@@H]1CCCN1C(=O)c1ccccc1N1C(=O)[C@@H]2Cc3c([nH]c4ccccc34)C(c3cccc(Cl)c3)N2C1=O (stereo partly drawn)
  0.0%	7.4%	nt	2.4%	-4.1%	-2.4%	-14.0%	-8.0%	-0.7%	1.9%	36.0%
Cc1noc(C)c1COC(=O)CNC(=O)c1cccc(F)c1
  -0.9%	3.1%	0.0%	-4.1%	-6.5%	2.3%	-9.5%	1.1%	-2.0%	0.4%	3.1%
O=c1ccc2c([nH]1)CCCCCCCCCC2
  -26.4%	0.8%	nt	-1.6%	3.9%	-3.3%	4.6%	13.8%	11.0%	-3.7%	-5.0%
O=C(CN(c1ccccc1)S(=O)(=O)c1ccc(Cl)cc1)Nc1ccccc1C(=O)N1CCCC1
  -26.4%	nt	-2.3%	0.6%	-5.3%	-3.4%	11.0%	?	-0.1%	-10.9%	-6.0%
O=[N+]([O-])c1ccccc1-c1ccc(C(=S)N2CCN(c3ccccc3)CC2)o1
  -6.1%	16.9%	0.0%	-0.4%	-2.1%	-10.6%	6.5%	-13.8%	?	-0.1%	-17.3%
CC(=O)c1ccc(C)cc1OC(=O)c1cccc(F)c1
  -10.7%	3.1%	-2.3%	0.8%	-2.0%	3.7%	0.6%	64.3%[activator]	2.6%	-0.4%	14.0%
CN(Cc1cccnc1)C(=O)CNC(=O)COc1ccccc1
  -8.0%	4.5%	12.0%	0.9%	-5.2%	-3.1%	0.9%	-4.6%	1.0%	-1.4%	-1.6%
COc1cccc(/C=N/NC(=O)CSCC(=O)Nc2ccccc2)c1O
  -73.4%	nt	?	-32.9%[inhibitor]	-1.6%	-45.8%[inhibitor]	1.58µM*	-22.4%	?	0.9%	0.501µM*
Cc1ccccc1OC1CCN(C(=O)C2CCC(=O)N(C3CCCC3)C2)CC1 (stereo not drawn)
  -10.3%	?	-3.8%	-2.5%	-5.6%	-3.7%	1.4%	53.4%[activator]	1.6%	-5.0%	38.2%
COc1cc(/C=C/c2cc(C(F)(F)F)[nH]c(=O)n2)cc(OC)c1OC
  -37.8%	8.6%	-11.8%	-1.8%	-4.0%	-29.1%	?	-7.0%	-4.8%	-11.8%	?
CN(c1ccccc1)S(=O)(=O)c1ccc(C(=O)NNC(=O)c2ccccc2)cc1
  -6.8%	3.1%	-1.4%	-0.3%	nt	-0.1%	nt	nt	0.4%	3.1%	nt
Cc1onc(-c2ccccc2Cl)c1C(=O)Nc1ccc(F)c(F)c1
  -1.6%[1.84 µM]	0.9%	-9.3%	-1.8%	-3.4%	-6.9%	11.2%	1.3%	-1.0%	-1.3%	-5.3%
CC1CC(C)CN(CCOc2cccc(Cl)c2Cl)C1 (stereo not drawn)
  -18.2%	5.0%	2.3%	-2.8%	-18.3%	1.3%	-0.9%	3.0%	3.1%	-6.7%	7.5%
CCc1ccccc1NC(=O)/C(=C/c1ccco1)c1ccccc1
  -21.7%	12.7%	7.0%	1.6%	-3.1%	0.6%	16.7%	-10.8%	-2.5%	-9.7%	20.0%
Cc1ccc(-n2c(SCC3CCCCO3)nnc2-c2ccco2)cc1 (stereo not drawn)
  -10.3%	-6.3%	-3.9%	2.1%	-5.6%	2.0%	3.1%	10.5%	5.5%	0.4%	1.8%
Cc1ccc(SCC(=O)Nc2ccc(S(N)(=O)=O)cc2)cc1
  -21.0%	-3.0%	8.7%	-1.7%	2.4%	2.4%	7.6%	2.4%	4.0%	2.5%	6.6%
CCN(CC)CCC#CC1(O)c2ccccc2-c2ccccc21
  -3.3%	-2.3%	5.2%	-0.8%	-7.2%	0.5%	5.4%	7.6%	2.0%	-7.7%	-23.4%[1.91 µM]
CCCn1c(N)c(C(=O)CSc2nnc(-c3cccnc3)n2-c2ccc(C)cc2C)c(=O)[nH]c1=O
  -6.4%	3.3%	-11.2%	2.8%	-6.2%	0.0%	-3.9%	-2.2%	-0.9%	-3.4%	-9.7%
CC(C)Oc1ccccc1/C=N/Nc1ccccc1[N+](=O)[O-]
  36.3%	5.8%	15.4%	?	?	?	0.1%	-5.3%	?	14.4%	44.6%
O=C(Cc1cccc(NC(=O)C2CCCN(C(=O)CCc3ccccc3)C2)c1)Nc1cccc(C(=O)N2CCCC2)c1 (stereo not drawn)
  0.0%	2.7%	-11.3%	1.0%	nt	0.1%	nt	nt	-4.7%	-6.4%	nt
